PHOSPHO1 block – inhibitors of human PHOSPHO1 phosphatase; Q8TCT1; inhibition, % at 13.3 µM; hit rate 1.1% among 290,000; AID 1565; recombinant PHOSPHO1, absorbance phosphatase assay; in the data active = inhibition above about 60%
CRFR2-BP ag – agonists of human CRF-binding protein/CRF-R2 receptor complex; activation, % at 13.2 µM; HEK293 CRF-R2/CRF-BP, calcium dye fluorescence (FLIPR); percent of saturating CRF peptide response; hit rate 0.46% among 350,000;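 active = activation of at least 50%, plus an integration ratio under a set limit after plate pattern correction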;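 note: plate controls were neutral control wells without compound for no effect and CRF at EC100 for full effect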
p-CIP stab down – p/CIP protein destabilization. Q05BA5. F442A p/CIP-EGFP cells, EGFP fluorescence, 16 h. decrease of EGFP signal, % at 10 µM. hit rate 0.01% among 290,000. AID 1984;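 active = EGFP signal decrease of at least 30% at 10 µM or well 3 SD below plate mean, unless failing retest; inactive = the rest, including hits failing retest or dose response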; note: some compounds called inactive have numbers as strong as hits; many of its hits are not listed in these tables
CRFBP-R2 block – blocks CRF-induced signaling of the CRF-BP/CRF-R2 complex | hit rate 0.59% among 350,000 | AID 588475 | inhibition, % at 11.8 µM | HEK293 CRF-R2/CRF-BP, CRF-induced calcium fluorescence;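 active = inhibition of the ligand-induced calcium signal above about 50% at the single tested concentration, limit read from the data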
CHRM4 PAM – potentiates acetylcholine response at human M4 receptor | hit rate 0.4% among 360,000 | activation, % at 3 µM | P08173 | CHO-K1 hM4/Gqi5, Fluo-8 calcium fluorescence, ACh EC20; 0% = ACh EC20, 100% = maximal ACh;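 active = activation above its plate's cutoff, the mean activation of sample wells plus 3 SD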; note: some results filed as inactive read as strong as hits
Target sequence (P08173 whole entry, looked up): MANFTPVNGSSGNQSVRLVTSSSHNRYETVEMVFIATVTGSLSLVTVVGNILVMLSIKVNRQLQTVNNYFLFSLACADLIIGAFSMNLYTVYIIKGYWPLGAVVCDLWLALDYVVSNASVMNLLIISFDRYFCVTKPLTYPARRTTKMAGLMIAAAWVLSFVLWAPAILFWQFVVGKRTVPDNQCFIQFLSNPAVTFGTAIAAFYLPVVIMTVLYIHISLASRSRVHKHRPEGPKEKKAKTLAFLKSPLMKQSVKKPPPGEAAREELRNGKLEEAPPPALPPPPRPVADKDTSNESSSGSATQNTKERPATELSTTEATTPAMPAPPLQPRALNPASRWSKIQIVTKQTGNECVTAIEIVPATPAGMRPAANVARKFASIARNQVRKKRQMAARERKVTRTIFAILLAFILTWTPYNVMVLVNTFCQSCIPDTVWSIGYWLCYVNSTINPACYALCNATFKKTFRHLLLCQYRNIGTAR
GalR3 antag – antagonists of human GalR3 | O60755 | HEK293 GalR3-CNG cAMP membrane potential fluorescence; galR3 body fused to GalR1 C-terminus | inhibition, % at 3 µM | hit rate 0.44% among 360,000 | AID 651719;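 active = inhibition above the screen-wide average plus 3 SD, cut at about 13% in these data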;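 note: forskolin and galanin both at EC90 stimulate the cells; cAMP rise reported by CNG channel membrane potential dye signal; 0% = forskolin plus galanin with DMSO and 100% = forskolin alone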
Target sequence (O60755 1-299 limits assumed): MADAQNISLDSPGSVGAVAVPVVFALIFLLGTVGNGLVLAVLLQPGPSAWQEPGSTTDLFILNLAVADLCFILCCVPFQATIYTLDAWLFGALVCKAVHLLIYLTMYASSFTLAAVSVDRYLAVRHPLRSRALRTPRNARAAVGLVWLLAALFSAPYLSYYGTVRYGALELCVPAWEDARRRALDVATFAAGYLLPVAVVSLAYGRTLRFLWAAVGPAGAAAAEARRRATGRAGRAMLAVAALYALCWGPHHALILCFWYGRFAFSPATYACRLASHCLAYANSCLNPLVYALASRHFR
IDE inh – cellular human IDE inhibition; P14735; HEK cells, FAbetaB cleavage, fluorescence polarization; inhibition, % at 5.59 µM; hit rate 0.41% among 320,000; AID 434962;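 active = percent inhibition above the average of all tested compounds plus 3 SD, set per screening campaign, cut at about 16% in these data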;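 note: IDE supplied by intact live HEK cells; FP after avidin binding of uncleaved biotin substrate so inhibition keeps polarization high; 0% = DMSO wells and 100% = 60 µM reference IDE inhibitor Ii1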
MEKK3 PB1 HTS – MEKK3-MEK5 PB1 interaction, increase or decrease | Q99759 | AID 1529 | hit rate 1.4% among 290,000 | bead-based flow cytometry, Alexa488-MEK5 binding to MEKK3; actives lie on both sides; 0 = blocked by unlabeled MEK5, 100 = vehicle | binding response (% of control), % at 10 µM;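 active = binding response more than 3 SD above or below the average of its plate-row segment, actives on both sides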;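 note: Alexa488 bead fluorescence after subtracting the streptavidin-only scavenger bead signal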
IDE act – activators of human insulin-degrading enzyme in cells. P14735. HEK cells, FAbeta-B cleavage, fluorescence polarization; 0% vehicle, 100% cell-free pure enzyme wells. activation, % at 5.96 µM. hit rate 0.073% among 340,000. AID 493087;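 active = activation above the mean of all tested compounds plus 3 SD, set per screening campaign, cut at about 17% in these data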
* hit, by the source's call; . = not tested or not shown.

PHOSPHO1 block,CRFR2-BP ag,p-CIP stab down,CRFBP-R2 block,CHRM4 PAM,GalR3 antag,IDE inh,MEKK3 PB1 HTS,IDE act,Structure
15.5,-0.2,-5.9,8.7,15.8,-2.9,1.8,107.0,2.7,O=C(O)CCCCCCCCCCCc1ccccc1
5.7,31.7,1.5,-13.5,6.2,-4.4,0.1,98.0,4.4,c1ccc(-c2nnc(SCc3nnc(-c4cccs4)o3)o2)cc1
22.5,-3.7,-10.7,3.7,-4.3,-4.6,8.4,101.0,5.8,O=C(Nc1ccc(F)cc1)c1nc2c(nnn2Cc2cccc3ccccc23)c(=O)[nH]1
40.8,-0.2,-8.0,-2.6,-3.7,0.1,2.2,81.0,5.1,Cc1nn2cc(-c3ccc(Cl)cc3)cnc2c1Cl
6.3,4.2,-23.2,3.3,12.6,2.6,-2.9,104.0,5.4,CCOc1cc(/C=N/NC(=O)Cn2nc([N+](=O)[O-])cc2C)cc(Br)c1OCc1ccccc1C
-11.6,0.7,-14.3,-11.8,-2.0,-7.3,6.8,104.0,-2.1,CCc1nnc(NC(=O)C2CCCN2S(=O)(=O)c2ccccc2)s1 (configuration not stated)
-26.7,-3.8,-2.2,46.5,2.8,-0.9,3.3,101.0,3.3,O=S(=O)(Cc1cc(-c2ccc(Cl)cc2)no1)c1ccccc1
-9.3,7.0,-7.1,11.9,-10.0,-3.2,9.5,110.0,-1.5,O=C(CSc1nc2ccccc2c(=O)n1CCCN1CCOCC1)Nc1cccc(S(=O)(=O)N2CCCCCC2)c1

The final three records of the section before lead into the next:
PHOSPHO1 block,CRFR2-BP ag,p-CIP stab down,CRFBP-R2 block,CHRM4 PAM,GalR3 antag,IDE inh,MEKK3 PB1 HTS,IDE act,Structure
-11.6,0.7,-14.3,-11.8,-2.0,-7.3,6.8,104.0,-2.1,CCc1nnc(NC(=O)C2CCCN2S(=O)(=O)c2ccccc2)s1 (configuration not stated)
-26.7,-3.8,-2.2,46.5,2.8,-0.9,3.3,101.0,3.3,O=S(=O)(Cc1cc(-c2ccc(Cl)cc2)no1)c1ccccc1
-9.3,7.0,-7.1,11.9,-10.0,-3.2,9.5,110.0,-1.5,O=C(CSc1nc2ccccc2c(=O)n1CCCN1CCOCC1)Nc1cccc(S(=O)(=O)N2CCCCCC2)c1
-20.6,5.2,-13.6,-24.3,-6.5,-0.5,-0.6,109.0,1.4,C=CCN1C(=O)C(Cc2ccc(OCC)cc2)S/C1=N\N=C\c1cccs1 (configuration not stated)
41.4,-1.4,-2.1,15.3,-0.8,-3.7,1.6,107.0,0.0,CC(/C=N/NC(=O)c1ccccc1F)=C\c1ccccc1
-91.3,-0.5,-1.0,-1.0,8.5,-2.3,3.5,100.0,1.6,CC(C)(C)C(=O)NC1(C(F)(F)F)NC(=O)N(c2ccc(F)cc2)C1=O (configuration not stated)
22.7,9.9,1.1,14.2,-10.3,-12.7,-1.8,105.0,1.5,CC(NCc1ccc([N+](=O)[O-])cc1)C1COc2ccccc2O1 (configuration not stated)
-4.6,-0.8,-7.6,34.7,-18.3,-3.6,5.5,98.0,-2.2,COc1ccccc1N(C)S(=O)(=O)c1ccc(C(=O)OCC(=O)NCCC2=CCCCC2)cc1
-5.8,19.1,20.5,-26.8,4.5,-9.3,-0.3,99.0,0.1,Cc1cn(C2OC(COC(=O)c3ccccc3)C(OC(=O)c3ccccc3)C2OC(=O)c2ccccc2)c(=O)[nH]c1=O (configuration not stated)
11.9,-0.6,-9.5,6.8,6.3,-10.2,2.3,99.0,-1.0,CCOC(=O)c1c(S(=O)(=O)Nc2ccccc2OCC)c(C)n(C)c1C
-0.3,0.2,-3.3,1.5,-4.5,5.0,-0.6,110.0,4.1,COc1ccc(N2CCN(CCOc3ccc4c(C)cc(=O)oc4c3)CC2)cc1
0.1,2.6,0.2,-12.5,9.5,-7.3,5.6,101.0,-1.1,Cc1ccccc1NS(=O)(=O)c1ccc(C2CNC(=O)C2)cc1 (configuration not stated)
11.6,-0.4,-2.1,2.3,1.0,5.0,4.6,.,2.8,COC(=O)c1sc(NC(=O)COc2ccccc2)nc1C
3.3,-2.2,10.0,12.8,-4.9,-6.6,6.0,106.0,4.7,COc1cccc(NC(=S)Nc2cc(C(=O)O)ccc2N2CC3CC(C2)c2cccc(=O)n2C3)c1 (configuration not stated)
56.2,2.9,-13.8,0.0,-3.3,-7.5,.,101.0,-3.8,C/C(=N/Nc1nc(-c2ccccc2)c(CC(=O)O)s1)c1ccccc1
.,-1.5,.,-1.1,-1.0,-6.3,.,.,0.3,COc1ccc(C(CNC(=O)c2cccc(S(=O)(=O)Nc3ccccc3OC)c2)N2CCCCC2)cc1 (configuration not stated)
34.6,-1.6,-20.4,9.0,1.2,3.4,-6.3,98.0,-2.8,Cc1ccc(C)c(N(CC(=O)NCc2ccco2)C(=O)CNS(=O)(=O)c2ccccc2)c1
.,-0.8,.,-5.7,6.7,-4.2,0.2,103.0,-3.0,O=S1(=O)CCOC[C@H](Cc2ccccc2)N1Cc1ccc(F)cc1
1.8,-2.3,3.0,-21.4,-5.8,-9.6,7.1,98.0,4.5,COC(=O)[C@H](Cc1c[nH]c2ccccc12)NC(=O)Cc1c[nH]c2ccccc12
32.2,0.2,-5.7,10.4,8.8,27.1*,-2.3,102.0,-4.4,NS(=O)(=O)c1ccc(CNC(=O)c2csc3c2CCCC3)cc1
.,1.9,.,-5.6,16.0,-1.3,.,.,-0.9,CCCCN(C(=O)C1CC(=O)N(c2ccc(C)cc2)C1)c1c(N)n(CCC)c(=O)[nH]c1=O (configuration not stated)
.,-0.8,.,-5.4,12.2,2.1,0.9,.,4.9,CCN(CC(=O)NCc1cccs1)C(=O)c1ccc(NS(=O)(=O)c2ccc(C(C)=O)cc2)cc1
38.1,1.1,-17.7,-9.9,-2.2,-5.2,3.7,96.0,-2.5,CCOC(=O)N1CCN(Cc2nc3cc(NC(C)=O)ccc3n2CC)CC1
27.1,-0.4,-1.6,4.7,-15.4,-2.8,0.1,100.0,2.9,O=C(CCC1CCCN(Cc2ccc3c(c2)CCO3)C1)NCc1ccc(F)c(F)c1 (configuration not stated)
29.8,0.3,-4.6,36.6,-4.5,-4.3,14.1,110.0,.,CCn1c(N2CCN(CC(=O)c3c(C)n(C)c4ccc(OC)cc34)CC2)nc2c1c(=O)[nH]c(=O)n2C
18.2,-0.6,-14.6,5.6,-3.7,-2.4,-3.4,138.0*,5.1,Cc1ccsc1C(=O)Nc1ccc2c(c1)OCCO2
.,1.2,.,-24.2,-6.7,-5.3,.,.,.,CC(C)(C)c1ccc(-n2ncc3c2CCCC3NC(=O)c2ccco2)cc1 (configuration not stated)
5.5,4.4,-16.0,-17.0,-0.1,-3.2,9.7,97.0,-7.0,Cc1ccc(CN=Cc2[nH]c3ccc(Br)c(Cl)c3c2O)cc1
24.8,6.3,1.5,-0.6,6.3,2.2,-6.2,78.0,3.6,C=CCn1c(CCC(O)COCCC)n[nH]c1=S (configuration not stated)
-14.5,8.6,1.3,-6.8,6.6,4.7,0.7,107.0,0.1,N=c1c2cn[nH]c2nc(SCC(=O)c2ccc(Br)cc2)n1-c1ccc(Br)cc1
35.5,-2.3,-10.7,-12.5,-6.7,0.8,-0.1,101.0,0.0,COc1ccc(CNC(=O)CN2C(=O)COc3ccc(S(=O)(=O)N4CCCCC4)cc32)cc1
44.1,-2.8,-3.2,13.6,-1.1,-6.1,5.2,104.0,1.8,CC1=NN(C(C#N)c2ccc(F)cc2)C(c2ccccc2)C1 (configuration not stated)
4.4,-1.5,2.2,17.1,0.5,-3.1,-0.8,99.0,1.2,CC1(C)CC(=O)C=C(NCc2ccc(Cl)c(Cl)c2)C1
34.7,-0.5,-19.6,-3.3,-1.2,-1.3,2.7,112.0,3.7,CCCn1nnnc1SCC(=O)c1ccc2c(c1)OCCO2
28.5,-1.4,6.5,17.1,-6.4,-2.9,0.2,104.0,-0.5,O=C(NC1CCCC1)c1n[nH]c2ccccc12
27.9,-1.1,-4.7,-18.6,-0.1,-6.9,6.3,100.0,-0.8,O=C(CC1CCCC1)Nc1cccc(Br)c1
.,1.4,-10.5,-9.7,-2.8,-10.5,-0.4,98.0,4.1,CCCCCNC(=O)c1cn(CC)c2cc(N3CCN(C)CC3)c(F)cc2c1=O
-27.0,-3.8,3.5,12.2,1.4,0.0,-1.8,110.0,4.5,O=C(CSc1nnc(-c2ccccc2O)n1Cc1ccccc1)NNC(=O)c1ccccc1O
26.7,0.5,-2.5,-10.5,0.4,-5.3,5.0,101.0,7.0,CNC(=O)COC(=O)c1cc(=O)[nH]c2ccccc12
.,2.4,.,-1.8,8.9,-1.4,2.6,.,-0.1,COc1ccc(NC(=O)Nc2ccc3c(c2)C(=O)N([C@H](C)CO)C[C@H](C)[C@@H](CN(C)C(=O)Nc2ccc(C(F)(F)F)cc2)O3)cc1
-1.1,-0.3,-7.7,8.8,-6.2,-3.5,0.7,106.0,2.9,COc1ccc(CC(=O)NNC(=O)c2cccs2)cc1
-39.9,0.3,0.4,6.7,9.1,-1.0,-1.1,101.0,2.7,CCOc1cccc(NC(=O)C2CC(=O)N(C)C2)c1 (configuration not stated)
-5.8,-0.5,-14.5,-75.8,5.3,2.6,1.8,99.0,2.1,O=C(Nc1cccc(-c2nc3ccccc3s2)c1)c1cc(=O)c2ccccc2o1
7.2,0.2,-28.3,4.5,13.1,-2.0,-0.3,101.0,4.7,CCn1c(=O)cc(OCC(=O)N(C)C2CCCCC2)c2ccccc21
6.3,-0.7,-3.9,0.1,-1.4,-6.5,4.5,106.0,3.1,O=C(OCC1OC(n2ccc(=O)[nH]c2=O)C(O)C1OC(=O)c1ccccc1)c1ccccc1 (configuration not stated)
15.4,-0.5,-13.2,-9.8,4.6,1.4,-2.6,104.0,4.2,CCOc1ccccc1C(=O)N(C)Cc1cc2cc(OC)ccc2[nH]c1=O
.,0.3,-15.4,-27.0,-0.1,3.8,-3.6,109.0,4.4,COc1ccc(CNC(=O)c2c[nH]c3ccccc3c2=O)cc1

Screens deposited in PubChem BioAssay by several laboratories.
